High-throughput results deposited in PubChem by several laboratories.
CCHFV vOTU inh – blocks the CCHF virus ovarian tumor domain protease. inhibition, % at 11.5 µM. 370,000 tested, 0.55% active. CCHFV vOTU protease, Pep-AMC fluorescence; in the data active = inhibition above about 30%; note: 0% = vehicle wells with enzyme and 100% = no enzyme wells
Rv3671c protease – inhibits the M. tuberculosis serine protease Rv3671c | AID 2606 | 320,000 tested, 0.048% active | inhibition, % at 5.96 µM | P9WHR9; in the data active = inhibition above about 38%;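 note: extracellular domain of Rv3671c used as enzyme; 0% = enzyme with DMSO and 100% = no enzyme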
Target sequence (P9WHR9 whole entry, looked up, the tested form may be a part): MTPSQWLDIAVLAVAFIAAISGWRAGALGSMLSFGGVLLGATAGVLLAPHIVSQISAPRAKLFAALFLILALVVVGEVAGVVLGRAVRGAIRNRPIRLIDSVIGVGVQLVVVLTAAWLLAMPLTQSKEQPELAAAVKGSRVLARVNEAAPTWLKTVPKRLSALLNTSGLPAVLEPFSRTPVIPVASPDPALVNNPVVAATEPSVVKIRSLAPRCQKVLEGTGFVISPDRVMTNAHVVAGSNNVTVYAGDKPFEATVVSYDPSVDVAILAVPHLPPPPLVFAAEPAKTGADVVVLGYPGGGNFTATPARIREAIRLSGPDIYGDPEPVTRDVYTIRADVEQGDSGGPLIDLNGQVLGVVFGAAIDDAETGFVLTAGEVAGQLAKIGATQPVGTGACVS
SSB-PriA inh – K. pneumoniae PriA-SSBct interaction inhibition; AlphaScreen SSBct-PriA binding, biotinylated peptide; inhibition, % at 33 µM; 430,000 tested, 0.6% active; in the data active = inhibition mostly above about 37%, no sharp cut-off; inactive = mostly below about 20%;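 note: plate controls were negative control peptide for no effect and reference peptide for full effect; strong numbers were not always called active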
MazEF act – MazEF (E. coli) toxin RNase activation; activation, % at 20 µM; AID 504720; 350,000 tested, 0.32% active; P0AE70; FAM/BHQ RNA-DNA oligo cleavage fluorescence, 5 h; in the data active = activation above about 50%
Target sequence (P0AE70 whole entry, looked up): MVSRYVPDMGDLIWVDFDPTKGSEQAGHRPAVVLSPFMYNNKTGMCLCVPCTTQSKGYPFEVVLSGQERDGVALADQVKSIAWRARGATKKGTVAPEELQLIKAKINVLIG
DUSP3 inh – inhibitors of human VHR1 phosphatase (DUSP3) | 290,000 tested, 0.52% active | inhibition, % at 13.3 µM | P51452 | recombinant VHR phosphatase, pNPP absorbance; in the data active = inhibition above about 50%; note: some compounds called inactive have numbers as strong as hits
Target sequence (P51452 whole entry, looked up): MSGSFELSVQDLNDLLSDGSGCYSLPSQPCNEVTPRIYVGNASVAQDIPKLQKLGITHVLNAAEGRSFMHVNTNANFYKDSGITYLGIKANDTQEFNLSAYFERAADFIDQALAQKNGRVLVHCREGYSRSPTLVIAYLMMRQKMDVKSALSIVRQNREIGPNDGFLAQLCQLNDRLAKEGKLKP
SARS 3CLpro inh – SARS-CoV 3CLpro protease inhibition; 290,000 tested, 0.14% active; recombinant SARS-CoV 3CLpro, quenched FRET peptide cleavage; inhibition, % at 6 µM; in the data active = inhibition above about 12%
BoNT A protease – inhibitors of Botulinum neurotoxin A light chain protease. multiplex microsphere protease substrate cleavage, flow cytometry. inhibition, % at 10 µM. 360,000 tested, 0.17% active; note: plate controls were buffer without enzyme for full effect and enzyme alone for no effect
PrPC TRFRET – reduces human prion protein on the cell surface; P04156; AID 720596; inhibition, % at 13.8 µM; 370,000 tested, 0.43% active; cell surface PrPC, TR-FRET read-out; in the data active = inhibition above about 24%; note: 0% = median of the test wells and 100% = reference compound wells
BoNT F protease – inhibitors of Botulinum neurotoxin F light chain protease. Multiplex microsphere protease cleavage assay, flow cytometry. inhibition, % at 10 µM. 360,000 tested, 0.22% active. AID 588497; in the data active = inhibition above about 35%, passing the limit was not always enough; inconclusive = no clear call, values can overlap the other calls; note: plate controls were buffer without enzyme for full effect and enzyme alone for no effect
Anthrax LF prot – blocks Bacillus anthracis lethal factor protease | multiplex microsphere protease cleavage assay, LF | inhibition, % at 10 µM | 360,000 tested, 0.12% active | AID 588501; note: plate controls were buffer without enzyme for full effect and enzyme alone for no effect
* = called active by the depositor; ? = inconclusive; nt = no result given; & = joins results of further samples. Cut-off read from the data, not from the text of the source, unless noted: active = inhibition above about 30%; inconclusive = no clear call, values can overlap the other calls; inactive = below that. Some of the compounds tested; rates above refer to the full screens.

SMILES | CCHFV vOTU inh | Rv3671c protease | SSB-PriA inh | MazEF act | DUSP3 inh | SARS 3CLpro inh | BoNT A protease | PrPC TRFRET | BoNT F protease | Anthrax LF prot
CCc1nnc(NC(=O)CSc2nnc(Cc3ccccc3)n2Cc2ccccc2)s1 | -15.8 | 4.5 | -3.4 | 1.1 | 8.2 | -0.9 | 0.4 | -0.4 | 4.5 | 2.3
CC1(C(=O)NCc2ccccc2)Cc2c(-c3cccc(C(N)=O)c3)ccnc2O1 (configuration not stated) | -10.9 | nt | nt | nt | nt | nt | -0.3 | 4.1 | -2.5 | -4.9
COc1ccc(-c2nc3ccccc3c(=O)n2CCCN2CCOCC2)cc1 | -10.6 | 4.7 | -2.0 | 3.0 | 9.9 | -5.0 | 0.9 | 0.0 | 4.6 | 5.3
Cc1ccc(-c2nnc(N3CCOCC3)c3ccccc23)cc1S(=O)(=O)NCC1CCCO1 (configuration not stated) | 5.1 | -1.4 | -4.1 | 5.0 | 26.1 | -3.3 | nt | -8.2 | nt | nt
COc1cc(NC(=O)c2ccco2)c(OC)cc1NC(=O)CCC(=O)Nc1cc(C)ccc1C | 19.3 | -0.5 | -2.7 | -2.0 | 15.4 | -1.6 | 0.4 | -13.3 | 0.9 | -0.8
Cc1cc(C)c2ccc(Cl)cc2n1 | 4.7 | 4.4 | -9.1 | -9.8 | -10.8 | 0.3 | 0.8 | 5.9 | 3.2 | 0.9
O=C(O)CCN1C(=O)C(=C2CCCCCC2)SC1=S | 6.0 | 3.6 | -13.4 | 4.2 | 18.9 | -1.1 | 0.5 | -3.1 | -2.3 | -3.4
COCOc1cccc(CN2CCC(C)(Oc3cccc(C#N)c3)C2)c1 (configuration not stated) | 1.7 | nt | nt | nt | nt | nt | -0.3 | 0.1 | -6.3 | -11.1
CCCCC(Sc1nc(N)c(NC(=O)c2ccc(OCC)cc2)c(=O)[nH]1)C(=O)O (configuration not stated) | 0.3 | 1.4 | 5.6 | -4.1 | 2.3 | 3.5 | -0.1 | -4.8 | 0.4 | 0.6
O=C(O)C1C2C=CC(C2)C1C(=O)NCCc1ccncc1 (configuration not stated) | 4.6 | -5.8 | -5.9 | -1.4 | 6.4 | -2.2 | 1.6 | -4.7 | 2.4 | -3.6

Single records, as listed above. Screens in order: CCHFV vOTU inh, Rv3671c protease, SSB-PriA inh, MazEF act, DUSP3 inh, SARS 3CLpro inh, BoNT A protease, PrPC TRFRET, BoNT F protease, Anthrax LF prot
O=C(O)CCN1C(=O)C(=C2CCCCCC2)SC1=S in the list: 6.0, 3.6, -13.4, 4.2, 18.9, -1.1, 0.5, -3.1, -2.3, -3.4
CC1(C(=O)NCc2ccccc2)Cc2c(-c3cccc(C(N)=O)c3)ccnc2O1 (configuration not stated) in the list: -10.9, nt, nt, nt, nt, nt, -0.3, 4.1, -2.5, -4.9
Cc1cc(C)c2ccc(Cl)cc2n1 in the list: 4.7, 4.4, -9.1, -9.8, -10.8, 0.3, 0.8, 5.9, 3.2, 0.9

Going on with the list:
SMILES | CCHFV vOTU inh | Rv3671c protease | SSB-PriA inh | MazEF act | DUSP3 inh | SARS 3CLpro inh | BoNT A protease | PrPC TRFRET | BoNT F protease | Anthrax LF prot
O=C(CN1C(=O)C2C3C=CC(C3)C2C1=O)N1CC(=O)N(CCc2ccccc2)C(=O)C1 (configuration not stated) | -3.1 | 2.6 | -14.8 | -1.9 | 2.9 | -1.6 | -0.6 | 2.8 | -13.8 | -3.6
COCc1nnc(NC(=O)C23CC4CC(CC(C4)C2)C3)s1 | 6.1 | nt | -19.7 | 6.2 | nt | nt | 6.9 | -11.0 | 1.3 | ?
COc1cc2nc(COc3ccccc3[N+](=O)[O-])oc(=O)c2cc1OC | -14.6 | 5.7 | 2.5 | -1.9 | -1.7 | -3.0 | 0.2 | -3.4 | -4.3 | -2.1
O=C(CSc1ncn[nH]1)c1ccc2c(c1)OCCO2 | 11.8 | -7.2 | -4.0&-3.5 | 1.4 | -9.5 | 1.4 | 0.3 | -3.8 | -3.8 | -0.3
CC(C)Nc1nc(-c2cccnc2)nc(-c2ccc(Cl)cc2)c1C#N | -1.0 | -4.7 | 3.7 | 7.5 | nt | 3.0 | 0.8 | -3.2 | -7.3 | -2.0
C=Cn1nc(C)c2ccccc2c1=O | 9.6 | 1.9 | -11.0 | 2.6 | 2.4 | 1.9 | 0.4 | 4.4 | 13.0 | 2.2
CC1(C)CC(NC(=O)COc2ccc3ccccc3c2)CC(C)(C)N1 | 0.2 | -0.2 | -13.4 | 4.5 | 27.7 | -2.1 | -0.8 | -3.0 | 3.4 | 3.1
COc1ccc2c(c1)c(C(=O)O)c(C)n2C(C)C | 5.3 | -2.7 | -1.8 | 4.9 | -8.8 | -2.3 | 1.2 | -0.1 | ? | 6.8
COc1ccc(CNc2cccc3[nH]c(C(F)(F)F)nc23)cc1 | 12.7 | 3.1 | 4.0 | -18.5 | nt | -4.2 | -0.8 | 3.8 | 13.6 | -2.1
O=C(COc1ccc(F)cc1)N1CCC(c2ccccc2)C1 (configuration not stated) | -1.9 | 3.4 | -7.0 | -10.3 | 17.8 | 0.1 | 0.6 | 1.3 | -3.1 | 6.9
COC(=O)CCC(=O)c1ccn(S(=O)(=O)c2ccccc2)c1 | 5.7 | -6.1 | -6.5 | -2.9 | 34.2 | -2.9 | -2.7 | -0.1 | 7.9 | -3.5
CSc1ccccc1NC(=O)c1cc2c(=O)n3ccccc3nc2s1 | -4.2 | -4.4 | -3.0 | -16.9 | 14.2 | 0.2 | 0.6 | -6.5 | 0.1 | -4.2
Cc1ccc(NC(=O)C(C)OC(=O)C2CC3CCCC(C2)C3=O)cc1S(=O)(=O)N1CCOCC1 (configuration not stated) | -5.0 | nt | -10.5 | 4.2 | nt | nt | -0.6 | 7.9 | -8.2 | 4.7
CN1C(=O)C(CC(=O)Nc2ccc(F)cc2)N(Cc2cccs2)C1=S (configuration not stated) | 4.8 | -2.5 | -9.3 | 0.9 | 1.7 | 5.2 | -2.9 | 5.1 | ? | -8.3
Cc1ccc(OCCCCNC(C)(C)C)c([N+](=O)[O-])c1 | -7.8 | -14.5 | -3.5 | 7.5 | -3.4 | 0.4 | 2.0 | 0.7 | 28.1 | 3.0
CC(=O)N1CCc2cc(S(=O)(=O)NCCCN3CCCCC3)ccc21 | -2.2 | 4.6 | -6.8 | 0.4 | 22.4 | -2.6 | 0.3 | 10.3 | -0.5 | -1.4
CC(C)(C)Nc1nc(Oc2ccc(=O)[nH]n2)nc(N2CCOCC2)n1 | 10.2 | -0.5 | -10.9 | 0.8 | 22.3 | 1.2 | 0.1 | -1.8 | -2.8 | 6.2
CC(O)c1cccc(NC2=CC(=O)CC(C)(C)C2)c1 (configuration not stated) | 1.9 | -10.5 | -9.7 | -4.1 | 13.5 | 2.9 | 2.0 | -1.9 | 0.7 | -4.5
COc1cc(Cl)nn(-c2ccccc2)c1=O | -9.0 | -7.2 | -9.5 | -6.7 | 10.5 | 1.8 | 0.4 | 6.8 | 0.6 | -7.3
CN1CCN(S(=O)(=O)c2ccc(NC(=O)c3ccc(F)cc3Cl)cc2)CC1 | -8.6 | -2.2 | -14.1 | 10.0 | 12.6 | 1.6 | 4.2 | -0.5 | 47.4* | 25.7
N#Cc1ccccc1Sc1ccccc1C(=O)Nc1ccc2ccccc2c1 | 0.5 | -77.9 | -9.1 | -0.9 | 23.7 | 3.5 | -0.9 | 2.2 | -10.9 | 0.8
CCCn1nc(NC(=O)COC)c2cc3cccc(C)c3nc21 | -10.8 | 6.6 | -4.9 | -2.4 | 3.0 | -2.5 | -2.7 | 6.3 | 0.7 | 1.1
CCCNC(=O)Cn1c(=O)/c(=C\c2ccc(-c3ccc([N+](=O)[O-])cc3)o2)s/c1=C\C(=O)C(C)(C)C | nt | 0.1 | nt | 86.4* | -9.9 | -3.5 | 13.1 | nt | 15.7 | 9.1
CCSc1nnc(NC(=O)COc2ccccc2[N+](=O)[O-])s1 | -3.1 | 1.3 | -5.1 | 4.1 | -24.0 | 2.2 | -0.2 | -5.5 | 0.9 | 1.4
Cc1cc(Cl)ccc1OCc1nnc(-c2ccccc2C)o1 | 0.5 | nt | -3.5 | 3.1 | nt | nt | ? | 5.2 | -8.2 | -1.3
CCNC(=O)C1(C)CCCN(C(=O)c2cc(-c3cccs3)oc2C)C1 (configuration not stated) | -12.2 | nt | nt | nt | nt | nt | 0.0 | -5.0 | 4.9 | -1.7
CC(=O)c1cccc(NC(=O)C(C)Sc2nnc3ccccn23)c1 (configuration not stated) | 7.7 | nt | nt | -3.2 | nt | nt | -0.3 | -0.1 | -6.1 | 4.1
CN(c1ccccc1)S(=O)(=O)c1cccc(NC(=O)C2=NN(c3ccccc3)C(=O)CC2)c1 | -4.2 | -11.2 | 7.5 | -2.4 | nt | nt | nt | -7.8 | nt | nt
COc1ccccc1C(c1nnnn1Cc1ccccc1)N1CCN(c2nc3ccccc3s2)CC1 (configuration not stated) | -0.2 | 0.9 | -2.7 | 0.1 | 35.1 | 2.2 | -0.1 | 5.9 | -1.8 | -3.9
CC(=O)c1ccc(NC(=O)N2C[C@H]3C[C@@H](C2)c2cccc(=O)n2C3)cc1 | -0.9 | 0.8 | nt | 6.6 | 12.5 | 4.6 | -0.5 | -4.2 | -4.7 | 1.9
C=CCn1c(SCC(=O)c2c(N)n(C3CC3)c(=O)[nH]c2=O)nnc1-c1ccoc1C | -14.0 | -1.3 | -1.6 | -2.0 | nt | nt | -0.3 | -4.0 | -0.2 | -3.5
COCCCNC(=S)N/N=C/c1ccc(O)cc1O | -7.2 | 5.2 | nt | 12.7 | 11.6 | -0.2 | -0.2 | 5.1 | -12.4 | -3.1
O=c1c2cc(F)ccc2sn1-c1ccccc1Cl | 4.0 | nt | nt | -24.0 | nt | nt | 24.8 | 1.6 | 9.5 | 0.9
CC1Sc2ccc(C(=O)NCc3ccccn3)cc2NC1=O (configuration not stated) | 3.4 | -10.0 | -12.3 | 2.7 | nt | nt | -2.5 | -2.0 | -3.7 | -7.7
CCCC(C)C(=O)Nc1ccc(Cl)cn1 (configuration not stated) | 6.7 | 6.0 | -16.6 | 0.1 | -11.2 | -4.1 | 1.0 | -6.5 | ? | 0.7
CNc1cncc(-c2cccc(C(=O)NC3CC3)c2)n1 | -297.3 | nt | nt | nt | nt | nt | -0.2 | -11.9 | -1.4 | 1.5
Cc1ccc(Nc2c([N+](=O)[O-])c(=O)oc3ccccc23)cc1C | 7.7 | 2.7 | -8.2 | -20.8 | 0.9 | 2.4 | -0.7 | -10.2 | -6.1 | -2.3
O=C(NCCN1CCOCC1)c1ccccc1N1C(=O)[C@@H]2Cc3c([nH]c4ccccc34)C(c3ccccc3)N2C1=O (some centres not stated) | -4.1 | -10.9 | 14.9 | 0.0 | 45.0 | 0.1 | -0.2 | -5.8 | -0.1 | -4.0
COc1ccccc1C(=O)NCC(=O)OCC(=O)N(CC(C)C)c1c(N)n(Cc2ccccc2)c(=O)[nH]c1=O | 8.0 | 8.0 | 8.7 | 4.5 | nt | nt | -1.1 | 6.3 | 10.5 | -2.3
COc1ccccc1CNC(=O)c1cc(-c2ccccc2C)nn1CC1CC(c2cccnc2)=NO1 (configuration not stated) | 5.0 | -10.1 | -3.6 | 0.4 | nt | nt | -0.2 | 2.5 | -7.7 | -3.5
CCc1nc2ccc(C(=O)N3CCN(C(C)=O)CC3)cn2c1N(CC)C(C)=O | -6.5 | nt | nt | nt | nt | nt | 0.0 | 3.2 | -2.3 | -1.2
O=C(Nc1ccc(C(=O)N2CCCCC2)cc1)c1cccc([N+](=O)[O-])c1 | 2.1 | -2.4 | 1.6 | 6.2 | 14.0 | -3.0 | -3.8 | -19.0 | -9.5 | -1.6
